High-throughput results: PubChem BioAssay, several laboratories
HGIII-sPLA2 inh = Inhibits HGIII-sPLA2 liposome hydrolysis, primary screen; Q9NZ20; QFRET BODIPY PC-A2 liposome hydrolysis, fluorescence; inhibition, % at 12.2 µM; 370,000 compounds, 0.56% hits;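 active = inhibition above mean plus 3 SD of compounds lying within the high and low control bounds, cut at about 19% in these data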;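 also: 0% = median of test compound wells and 100% = no enzyme DMSO wells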
GC-B act = GC-B (human) receptor activation; P20594; HEK293-GC-B cells, CNP EC30, cGMP TR-FRET; 0% at EC30 CNP, 100% saturating CNP; activation, % at 10 µM; 370,000 compounds, 0.11% hits;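 active = activation at 10 µM reaching about 35% in either raw or pattern-adjusted values, limit read from the data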
Target sequence (P20594 whole entry, looked up): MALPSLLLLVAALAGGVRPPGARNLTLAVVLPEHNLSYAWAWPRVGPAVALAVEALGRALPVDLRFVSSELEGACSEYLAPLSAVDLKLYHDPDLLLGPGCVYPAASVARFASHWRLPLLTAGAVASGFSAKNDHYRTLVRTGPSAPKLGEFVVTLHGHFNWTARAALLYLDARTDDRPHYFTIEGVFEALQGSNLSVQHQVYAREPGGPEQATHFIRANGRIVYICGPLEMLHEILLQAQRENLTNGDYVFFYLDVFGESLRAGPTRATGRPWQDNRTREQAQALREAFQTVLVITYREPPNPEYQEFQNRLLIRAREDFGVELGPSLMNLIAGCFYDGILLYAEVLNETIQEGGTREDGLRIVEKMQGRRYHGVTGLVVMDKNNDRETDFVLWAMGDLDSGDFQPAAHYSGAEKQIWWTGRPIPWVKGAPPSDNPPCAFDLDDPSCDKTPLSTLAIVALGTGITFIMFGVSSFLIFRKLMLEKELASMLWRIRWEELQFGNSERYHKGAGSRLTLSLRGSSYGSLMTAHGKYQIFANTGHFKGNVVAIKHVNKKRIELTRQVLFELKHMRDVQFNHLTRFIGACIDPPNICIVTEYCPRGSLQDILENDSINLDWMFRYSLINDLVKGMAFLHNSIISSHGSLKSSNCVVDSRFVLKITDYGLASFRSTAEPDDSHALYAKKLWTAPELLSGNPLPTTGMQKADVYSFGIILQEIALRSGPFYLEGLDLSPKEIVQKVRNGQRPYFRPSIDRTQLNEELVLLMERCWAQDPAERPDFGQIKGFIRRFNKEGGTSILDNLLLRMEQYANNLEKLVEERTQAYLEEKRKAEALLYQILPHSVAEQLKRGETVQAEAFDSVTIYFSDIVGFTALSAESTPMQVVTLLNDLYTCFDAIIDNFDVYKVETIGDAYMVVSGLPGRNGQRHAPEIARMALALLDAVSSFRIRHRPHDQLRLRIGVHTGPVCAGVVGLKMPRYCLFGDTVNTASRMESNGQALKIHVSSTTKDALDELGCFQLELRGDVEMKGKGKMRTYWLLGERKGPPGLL
hgDAF-12 ag = activates the H. glycines DAF-12 receptor ligand-binding domain | HEK293 GAL4-hgDAF12 UAS-luciferase reporter, agonist luminescence; normalized to butyrate control | activation, % at 6.8 µM | 370,000 compounds, 1.8% hits | AID 687014;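 active = activation above a cutoff set at the mean of all screened compounds plus 3 SD, cut at about 10% in these data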;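 also: 0% = DMSO wells and 100% = sodium butyrate wells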
hcDAF12 agonist = activates DAF-12 receptor from parasite H. contortus | HEK293 hcDAF-12 lit1-tk-luc reporter, luminescence; 0% DMSO, 100% Δ7-dafachronic acid | activation, % at 6.8 µM | 370,000 compounds, 1.4% hits;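 active = activation above the mean of all tested compounds plus 3 SD, cut at about 5.5% in these data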;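 also: 100% = response to 3 µM Δ7-dafachronic acid high control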
DAX1 inh-1 = NR0B1 (DAX1) inhibition; 340,000 compounds, 0.99% hits; AID 504766; P51843; inhibition, % at 6.75 µM; HEK293 Gal4-DAX1 luciferase reporter, luminescence;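 active = inhibition above the mean over all tested compounds plus 3 SD, cut at about 4.2% in these data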;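 also: 0% = DAX1-transfected cells with DMSO and 100% = empty-vector control cells with DMSO; inhibition shows as a rise in luminescence from relieved DAX1 repression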
ssDAF-12 act = activates DAF-12 receptor from parasite S. stercoralis | HEK293 ssDAF-12/GRIP1 lit1-tk-luc reporter, luminescence; % of 3 µM dafachronic acid response | activation, % at 6.8 µM | 370,000 compounds, 1% hits | AID 652126;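 active = activation above the mean over all tested compounds plus 3 SD, cut at about 0.9% in these data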;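 also: 0% = DMSO-only wells and 100% = 3 µM delta7-dafachronic acid wells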
NPR1 activator = GC-A (human) enzyme activation; P16066; HEK293 GC-A cells, cGMP TR-FRET, EC30 ANP; 0% at EC30 ANP, 100% saturating ANP; activation, % at 10 µM; 370,000 compounds, 0.14% hits; AID 1671463; in the data active = activation above about 40%
ADAM10 inh = ADAM10 inhibition, QFRET primary screen; O14672; recombinant ADAM10, EDANS/DABCYL FRET peptide cleavage, 3 h; inhibition, % at 7 µM; 370,000 compounds, 0.62% hits; AID 720582;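 active = inhibition above a per-campaign cutoff equal to the mean of compounds falling between control-based bounds plus 3 SD, cut at about 20% in these data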;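 also: 0% = DMSO wells while the 100% control is not disclosed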
SMARCA2 act = SMARCA2 function activation, primary screen; MG213 cells, MMTV-luciferase reporter, dexamethasone, overnight; activation, % at 9.1 µM; 370,000 compounds, 1% hits; in the data active = activation above about 7.8%;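 also: 0% = vehicle wells and 100% = reference activator wells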
DAX1 inh-2 = DAX1 (NR0B1) inhibition, primary screen | HEK293T StAR-luciferase reporter, SF-1/DAX-1 repression relief | 370,000 compounds, 1.1% hits | inhibition, % at 6.8 µM | AID 652010;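 active = inhibition above the mean over all tested compounds plus 3 SD, cut at about 3.6% in these data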;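 also: 0% = DAX-1 cells with DMSO and 100% = cells lacking DAX-1 with DMSO; higher inhibition means more luminescence from relief of DAX-1 repression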
FXN GAA850 act = frataxin GAA850 promoter activation; HEK293 lucGAA850 FXN promoter luciferase reporter, 24 h; percent of 10 µM SAHA response; activation, % at 6 µM; 360,000 compounds, 0.56% hits; AID 540364;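 active = activation above the average of all compounds screened plus 3 SD, cutoff fixed separately per campaign, cut at about 7.5% in these data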;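 also: 0% = DMSO wells and 100% = 10 µM SAHA wells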
The depositor's hits bear a star; · = no result given.

SMILES	HGIII-sPLA2 inh	GC-B act	hgDAF-12 ag	hcDAF12 agonist	DAX1 inh-1	ssDAF-12 act	NPR1 activator	ADAM10 inh	SMARCA2 act	DAX1 inh-2	FXN GAA850 act
Cc1nc2ccc3nc(NC(=O)C4COc5ccccc5O4)sc3c2s1 (configuration not stated)	-8.1	1.5	0.8	-0.7	-0.3	0.1	-0.2	4.2	-2.8	0.4	-0.4
O=C(CSCc1ccc(Br)cc1)Nc1ccc(S(=O)(=O)N2CCOCC2)cc1	-7.0	0.7	2.5	-1.4	-0.7	-1.5	-5.9	-3.1	-3.8	-1.5	-1.7
Cc1ccc(/C=C/C(=O)Nc2ccc([N+](=O)[O-])cc2)o1	-21.1	-10.3	-0.4	1.2	-0.2	-1.5	7.9	14.1	4.2	0.2	0.7
Cc1ccc(NC(=O)CN2C(=O)NC3(CCCCC3C)C2=O)cc1S(=O)(=O)N1CCOCC1 (configuration not stated)	-14.6	2.2	-1.7	-0.2	-0.2	-1.0	1.7	9.0	-3.2	0.5	0.3
CC(C)CCn1c(SCC(=O)NC2CC2)nc2cc(Cl)ccc2c1=O	2.7	-10.5	0.5	-1.3	-1.4	-0.7	-7.4	-2.2	5.2	0.1	2.3
CCOCCCNCC(=O)NC1(C)C2CCC(C2)C1(C)C (configuration not stated)	3.4	-3.4	2.4	-1.0	1.6	-1.1	0.7	-1.4	1.8	-1.3	2.1
COc1cccc(/C=N/NC(=O)C(C)n2nc(C)c([N+](=O)[O-])c2C)c1O (configuration not stated)	-19.2	-1.8	-3.7	-0.8	-1.6	-0.5	-2.6	-43.9	-3.5	-0.8	-2.1
Cc1cc(C)c(NC(=O)CN2CCN(S(=O)(=O)c3ccc4c(c3)OCCO4)CC2)c(C)c1	-7.4	2.9	1.8	-0.1	1.2	-1.4	2.2	0.4	-1.4	-0.4	1.1
Cc1cc(C)cc(-n2c(C)cc(/C=N/NC(=O)c3cccc([N+](=O)[O-])c3C)c2C)c1	-1.9	2.5	-0.3	-0.4	-1.1	-1.2	1.4	5.7	1.3	0.1	1.4
CCOc1ccc(C(=O)NC(=S)Nc2cccc(NC(=O)c3ccco3)c2)cc1[N+](=O)[O-]	-0.4	-1.0	-2.6	-4.5	-1.5	-1.5	2.1	14.8	-4.7	-1.0	-0.6
O=C(CCc1ccccc1)c1ccc2c(c1)OCCCO2	-4.3	2.2	9.3	1.9	3.0	-0.2	2.4	0.7	6.5	2.3	2.5
CCCCc1cc(=O)oc2cc(OCC(=O)N(CC)CC)c(Cl)cc12	8.1	-3.0	-0.2	-0.4	1.1	-1.4	7.8	-28.1	-1.1	-0.8	1.5
CCOc1ccc(OCC)c(NC(=O)CNS(=O)(=O)c2cccs2)c1	-6.2	-0.9	3.5	-2.4	1.9	-0.8	-3.0	-0.4	0.5	-0.5	-1.9
CCN(C(=O)Cn1c(Cl)nc2c1c(=O)n(C)c(=O)n2C)C1CCCCC1	1.9	3.4	2.5	-0.3	-0.6	-1.6	2.8	-3.8	0.8	-0.5	1.4
CC1CCN(S(=O)(=O)c2ccc(S(=O)(=O)NCc3ccccc3)cc2)CC1	-3.9	2.4	0.5	-1.1	-0.2	-2.1	7.1	-5.3	-0.9	2.0	-0.2
CC1(C)CC(C)(c2ccc(O)cc2O)N(c2ccc3ccccc3c2)C(=S)N1 (configuration not stated)	-7.9	4.6	-2.6	0.1	-0.7	-0.8	1.5	11.8	-0.5	0.1	-3.2
O=C1C=C(c2cc3ccccc3o2)C[C@@H](c2ccc(F)cc2)C1	6.7	3.3	4.8	-0.7	0.4	-1.4	2.6	-3.9	0.5	0.2	2.4
CCN(CC)CCNC(=O)c1nn(-c2ccc(Cl)cc2)c2c1CCc1cc(OC)ccc1-2	-6.5	9.8	-0.2	-2.6	1.3	-0.9	10.3	-77.8	-2.0	-0.3	-1.2
O=C(CN1CCOCC1)NNC(=S)Nc1ccccc1	1.2	1.5	-0.4	-0.5	6.1*	-1.6	0.3	-2.6	-3.0	-0.3	-0.5
COc1cnc(SCC(=O)O)[nH]c1=O	7.3	1.4	2.4	-1.6	0.8	-1.4	0.0	-0.9	-3.2	-0.3	0.9
O=C(Cc1ccccc1)NC(=S)Nc1cccc(C(F)(F)F)c1	-7.8	0.1	2.4	-0.5	0.1	-0.8	-0.8	12.9	0.0	-0.5	0.4
COc1cc(C=C2C(=O)c3ccccc3C2=O)cc(OC)c1OC	-2.8	13.8	2.0	2.5	2.6	-0.2	24.8	0.6	1.7	0.1	-0.2
Cc1ccc(C(=O)OC(C(=O)O)C(OC(=O)c2ccc(C)cc2)C(=O)O)cc1 (configuration not stated)	-1.3	3.1	-1.0	1.9	-0.6	-1.2	2.0	-1.0	0.1	0.9	1.9
Cc1cccc(C(=O)NC(C)C(=O)NC(c2nc3ccccc3[nH]2)C(C)C)c1 (configuration not stated)	-11.1	-2.2	1.0	-0.5	0.0	-1.2	-2.3	-3.5	-1.4	2.3	-1.5
O=C1C2C3C=CC(C3)C2C(=O)N1c1cccnc1 (configuration not stated)	7.2	5.1	1.7	0.5	-0.2	-1.5	1.3	6.1	3.0	0.1	2.0
Carrying on.
SMILES	HGIII-sPLA2 inh	GC-B act	hgDAF-12 ag	hcDAF12 agonist	DAX1 inh-1	ssDAF-12 act	NPR1 activator	ADAM10 inh	SMARCA2 act	DAX1 inh-2	FXN GAA850 act
Cc1c(Cl)cccc1NC(=O)CCN1C(=O)NC(C)(C)C1=O	-5.8	3.5	-0.4	-0.1	0.2	-1.4	1.1	2.9	0.9	0.2	0.2
CCOC(=O)N1CCN(C(=O)/C(=C/c2cccs2)NC(=O)c2cccs2)CC1	-5.9	2.8	-2.4	-1.8	0.3	-1.1	-3.7	1.3	0.0	0.2	-1.0
Cc1ccc(C(=O)N(C)CC(=O)Nc2cccc(C)c2C)o1	-3.4	6.7	-3.1	1.0	-0.5	0.3	0.9	-0.7	-0.7	0.1	-1.4
CCCCCCCOC(=O)c1ccc(OC(=O)c2cccnc2)cc1	-9.0	-4.2	1.0	1.5	0.8	-1.3	3.9	2.1	0.4	0.7	-2.1
Cc1c(Cl)cccc1NC(=O)NCc1cccnc1	2.1	-4.8	1.4	-2.3	0.3	-1.3	-0.8	-2.3	-0.3	-0.1	0.3
O=C(NCCO)c1ccc2[nH]c3ccccc3c2c1	0.2	0.9	0.1	-0.6	1.0	-0.9	-0.9	-128.0	3.5	-0.4	1.1
Cc1cc(N2CCN(C(=O)OC(C)(C)C)C[C@H]2C)ccc1N1C[C@@H](C)O[C@@H](C)C1	11.9	4.6	-1.3	-2.0	·	-1.4	1.4	-14.2	-4.5	-3.6	·
O=C(NCC(c1ccco1)N1CCc2ccccc2C1)C(=O)Nc1ccccc1F (configuration not stated)	-0.9	7.1	1.3	0.4	-0.7	-0.8	1.4	-0.2	-0.1	-1.1	3.2
Cc1ccccc1CN1C(=O)CSCC1(C)C(=O)NC(C)C (configuration not stated)	4.3	-1.6	7.2	-0.8	·	0.0	2.2	-1.4	5.4	-0.6	·
C=CCOC(=O)C1=C(C)N=C2SCCC(=O)N2C1/C=C/c1ccccc1 (configuration not stated)	4.2	-3.3	-2.3	-0.1	0.0	-1.4	-5.1	2.4	0.5	-0.1	1.1
Cc1ccc(C(=O)n2c3ccccc3c3ccccc32)cc1	-4.2	-4.4	1.0	1.0	0.2	-1.0	-9.1	0.1	-0.1	-0.1	-4.0
COc1cccc(-c2cc3nc(C)c(C)c(N4CCN(C(=O)c5ccoc5)CC4)n3n2)c1	0.8	2.6	-3.0	-1.7	-1.1	-0.1	1.2	-12.2	-1.4	0.0	-0.8
CCC1Sc2ccc(S(=O)(=O)CCC(=O)Nc3ccc(C(=O)OC)cc3)cc2NC1=O (configuration not stated)	-32.2	-3.9	-0.3	3.0	1.1	-1.0	-8.0	-1.3	-2.2	0.0	-2.0
Cc1ccc(C(C)C)cc1OCCOCCN1CCCC1	-2.8	4.3	1.9	-2.0	1.2	-1.0	2.5	0.8	-1.6	0.4	-1.5
Cc1cc(Oc2ccc(=O)n(C)n2)nc(SCc2ccccc2)n1	-5.4	-0.9	-1.5	-1.6	0.3	-0.3	0.0	-3.3	-4.1	1.4	0.8
CC(C)[C@H]1COCCS(=O)(=O)N1Cc1ccccc1	-3.1	3.1	-0.1	-0.2	0.6	-1.0	-2.2	-0.8	0.5	-0.1	0.0
C[C@H](CO)N1C[C@H](C)[C@H](CN(C)C(=O)Nc2ccnc(N3CCOCC3)c2)OCc2cnnn2CCCC1=O	3.0	1.0	-0.2	1.8	1.8	-1.7	0.5	-17.5	-3.1	0.2	0.3
O=C(Cc1ccc(NC(=O)C2CCN(C(=O)C3CCC3)CC2)cc1)Nc1cccc(C(=O)N2CCCC2)c1	-1.2	1.0	-0.4	-0.1	0.4	-1.1	2.6	-4.0	-3.5	-0.1	-1.4
CCC(=O)Nc1ccc(C(=O)NNC(=O)c2ccccc2)cc1	2.0	-2.5	4.6	-0.1	0.7	-1.1	5.8	-1.3	2.6	0.4	1.1
Cc1cc(=O)n2nc(-c3ccccc3)sc2n1	8.1	-5.1	8.5	2.7	2.1	-1.2	-1.1	-49.4	1.8	1.9	3.8
CCCC[C@H](C(=O)N(CC)c1ccccc1)[C@@H](O)c1ccc2ccccc2c1	-3.7	-19.2	-1.9	-1.2	·	-1.1	-18.7	14.0	-2.8	-1.4	·
O=C(NC1CCCC1)C1c2ccccc2C(=O)N1CCCN1CCOCC1 (configuration not stated)	14.3	-3.7	-3.0	-1.6	-0.3	-1.6	-6.3	-15.4	4.6	0.2	0.0
Cc1cc(=O)[nH]c(N/N=C/c2ccccc2C(F)(F)F)n1	-1.4	-10.5	0.9	1.0	1.1	-2.0	-10.4	-2.2	4.2	-0.2	0.7
CCc1ccc(-c2csc(-c3c[nH]c4ccccc34)n2)cc1	-13.8	2.6	8.3	6.2*	1.3	0.3	6.5	0.6	1.4	1.4	6.3
COC(=O)[C@@]1(Cc2ccc(F)cc2)[C@H]2c3cc(C(=O)N(C)C)n(Cc4c(CO)[nH]cc(C)c4=O)c3C[C@H]2CN1C(=O)c1ccccc1	-16.7	-4.8	0.4	-1.7	·	-0.8	0.2	-29.3	-0.2	0.2	·
COc1ccc(OC)c(-n2c(=S)[nH]c3cc(C(=O)N4CCN(c5ccccc5)CC4)ccc3c2=O)c1	-3.0	-2.2	-0.8	-2.9	-0.3	-1.2	-0.5	8.2	-1.6	-0.2	-1.1
CC(=O)N1CCN(c2ccc(NC(=O)c3ccccc3)cc2)CC1	6.7	0.7	8.3	1.5	5.8*	-0.6	-4.5	-5.8	-0.1	0.5	4.6
COc1ccc(/C=C/c2nc(-c3ccccc3O)n(-c3ccccc3)n2)cc1	-5.8	2.8	-1.3	-0.6	0.7	-1.2	2.6	-11.0	-1.3	0.6	4.7
NC(=O)c1sc2cc(C(F)(F)F)cnc2c1-c1ccccc1	0.8	-4.5	-1.4	-1.5	0.6	-1.3	1.5	-1.7	1.0	-0.3	3.0
CCCOc1ccc(CSc2n[nH]c(C)n2)cc1	-5.6	3.9	7.9	3.5	-0.3	-0.6	4.0	-0.6	5.0	2.0	4.3
